MEX-5 binding = C. elegans MEX-5 TCR-2 RNA binding activity. 300,000 tested, 0.38% active. Q9XUB2. MEX-5/FITC-TCR2 RNA binding, fluorescence polarization; active compounds read low. AID 1832. activity score (negative = inhibition of binding), % at 10 µM;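 active = inhibition past about -25% in most replicates, and total fluorescence under double the plate's negative control median, limit read from the data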;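 also: 0% = DMSO and -100% = 5 µM competing unlabeled TCR2 RNA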
PME-1 inh = PME-1 (human) inhibition. Q9Y570. 320,000 tested, 0.53% active. recombinant PME-1, FP-Rh probe fluorescence polarization. inhibition, % at 5.9 µM;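 active = inhibition above the campaign mean of all compounds plus 3 SD, cut at about 26% in these data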;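 also: competitive labeling of PME-1 active site by serine hydrolase directed probe; 0% = PME-1 with DMSO and 100% = wells lacking PME-1 enzyme; inhibitors block probe labeling so polarization falls and inhibition rises; many of its hits are not listed in these tables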
VLA-4 inh = inhibition in a human VLA-4 binding assay; P13612; VLA-4 expressing cells, ligand binding flow cytometry; inhibition, % (about 7 µM as worked out from the volumes in the protocol); 330,000 tested, 0.2% active; AID 2557; in the data active = inhibition above about 50%
BCLXL inh = inhibitors of human Bcl-xL | Q07817 | GST-Bcl-xL / FITC-Bim BH3 peptide fluorescence polarization | inhibition, % at 10.9 µM | 320,000 tested, 0.7% active | AID 2129;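 active = inhibition above the mean of all tested compounds plus 3 SD, cutoff set per campaign, cut at about 30% in these data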;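 also: 0% = DMSO wells and 100% = unlabeled Bim-BH3 peptide competitor; inhibitors lower millipolarization by displacing the labeled peptide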
Target sequence (Q07817 whole entry, looked up): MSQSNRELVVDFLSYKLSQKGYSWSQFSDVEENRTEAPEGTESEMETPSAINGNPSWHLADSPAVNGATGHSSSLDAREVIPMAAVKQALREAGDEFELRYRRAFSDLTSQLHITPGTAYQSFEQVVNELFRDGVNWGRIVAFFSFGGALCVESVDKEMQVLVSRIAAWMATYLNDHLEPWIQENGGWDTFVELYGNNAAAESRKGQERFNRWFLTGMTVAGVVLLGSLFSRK
MCL1 BIM primary = disrupts human MCL1 binding to BIM-BH3 peptide; Q07820; GST-MCL1 / FITC-Bim-BH3 fluorescence polarization; inhibition, % at 10.9 µM; 320,000 tested, 0.68% active;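 active = inhibition above the mean inhibition of all tested compounds plus 3 SD, set per campaign, cut at about 40% in these data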;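 also: 0% = DMSO wells and 100% = unlabeled Bim-BH3 peptide control; higher means more loss of mP so more displacement of Bim peptide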
Fam108B counter = counter-screen for RBBP9 inhibitors: inhibitors of mouse Fam108B; recombinant Fam108B, FP-Rh probe fluorescence polarization; inhibition, % at 9.51 µM; 300,000 tested, 0.33% active; AID 1947;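 active = inhibition above the screen mean inhibition plus 3 SD, computed separately per campaign, cut at about 18% in these data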;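 also: inhibitors lower polarization as less probe binds the enzyme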
GLD-1 TGE inh = GLD-1-TGE RNA interaction inhibition (C. elegans). inhibition, % at 5.96 µM. 320,000 tested, 0.44% active. Q17339. AID 2280. purified GLD-1 + fluorescein TGE RNA, fluorescence polarization;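 active = percent inhibition above a per-plate cutoff, the plate mean of test compounds plus 3 SD, cut at about 30% in these data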;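 also: 0% = DMSO wells with GLD-1 and probe and 100% = wells lacking GLD-1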
Efflux pump mplx = antifungal efflux pump inhibition, Nile Red retention; S. cerevisiae Candida pump triplex; 330,000 tested, 0.44% active; inhibition, % at 10 µM;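 active = plate passing quality check with inhibition over a set limit, or well fluorescence over plate mean plus 4 SD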;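 also: Nile Red retained in pooled yeast measured as flow cytometry median fluorescence; 0% = buffer negative control and 100% = Enniatin B positive control; higher means more Nile Red kept so more efflux inhibition; some compounds called inactive have numbers as strong as hits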
GRK2 inh = blocks RNA aptamer binding to human GRK2; bead flow cytometry, FAM-aptamer displacement from GRK2; inhibition of aptamer binding, % at 10 µM; 330,000 tested, 0.59% active; AID 488847;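 active = inhibition of aptamer binding above 40%, roughly 3 SD of noise, on plates passing a quality check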;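 also: median bead fluorescence of bound FAM aptamer so fluorescent compounds give negative values; no value below 0 was filed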
Target sequence (P25098 whole entry, looked up): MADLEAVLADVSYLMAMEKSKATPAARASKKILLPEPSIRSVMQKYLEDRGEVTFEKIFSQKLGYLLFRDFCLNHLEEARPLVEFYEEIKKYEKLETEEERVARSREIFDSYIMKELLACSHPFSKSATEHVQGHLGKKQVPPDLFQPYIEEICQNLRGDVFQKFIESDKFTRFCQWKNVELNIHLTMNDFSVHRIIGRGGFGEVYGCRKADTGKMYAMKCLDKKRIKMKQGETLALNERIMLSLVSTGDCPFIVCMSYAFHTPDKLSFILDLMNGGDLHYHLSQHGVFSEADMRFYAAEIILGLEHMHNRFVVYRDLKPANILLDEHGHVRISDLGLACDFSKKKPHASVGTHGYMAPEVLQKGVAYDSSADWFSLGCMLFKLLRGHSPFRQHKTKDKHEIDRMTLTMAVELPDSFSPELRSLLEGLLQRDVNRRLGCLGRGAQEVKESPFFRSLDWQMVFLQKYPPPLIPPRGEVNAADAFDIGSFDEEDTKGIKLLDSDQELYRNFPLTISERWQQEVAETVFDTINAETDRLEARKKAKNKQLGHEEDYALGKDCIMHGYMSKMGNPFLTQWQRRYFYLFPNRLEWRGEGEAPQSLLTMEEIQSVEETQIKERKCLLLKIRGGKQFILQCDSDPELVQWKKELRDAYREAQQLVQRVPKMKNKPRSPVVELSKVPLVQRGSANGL
* = called active by the depositor; . = no result given. Not all compounds are listed; the hit share may differ from the screen's.

SMILES | MEX-5 binding | PME-1 inh | VLA-4 inh | BCLXL inh | MCL1 BIM primary | Fam108B counter | GLD-1 TGE inh | Efflux pump mplx | GRK2 inh
CCOC(=O)C1=C(C)N(c2ccc(OC)cc2)C(=O)/C1=C\c1ccc(O)c(OCC)c1 | -1.1 | 4.3 | -2.6 | 14.0 | 8.2 | 5.0 | 11.2 | 0.2 | 0.0
CC(C)(C)c1ccc(OCc2nc(-c3ccccn3)no2)c(Br)c1 | 1.6 | -2.6 | -6.7 | 8.6 | 8.9 | -8.1 | 2.2 | -0.1 | 0.0
CCOC(=O)CC1(c2ccc(OC)c(OC)c2)C(=O)c2ccccc2C1=O | -0.6 | 0.3 | -1.6 | 1.6 | 6.3 | -1.7 | 2.6 | -0.1 | 4.0
CCCn1c(C)nc2c(c1=O)c1nc3ccccc3nc1n2CCC1=CCCCC1 | -4.0 | -2.3 | -9.9 | 21.1 | 15.9 | 0.2 | 10.1 | 0.0 | 2.0
CC(C)NC(=O)CC(=O)N/N=C/c1cccs1 | -1.1 | -4.8 | -0.6 | 2.3 | -0.4 | 0.9 | -3.3 | 0.0 | 2.0
COC(=O)C(NC(=O)c1ccccc1)(Nc1nccs1)C(F)(F)F (stereo unspecified) | 2.3 | -2.3 | 10.6 | -4.3 | -11.9 | 0.8 | -2.9 | -0.1 | 0.0
CNc1nc(N)c([N+](=O)[O-])c(NCC2CCCO2)n1 (stereo unspecified) | 1.7 | -3.5 | 13.0 | 5.0 | 2.1 | 0.7 | -3.7 | 0.0 | 0.0
CNS(=O)(=O)c1cccc(C(=O)OCC(=O)N2c3ccccc3CC2C)c1 (stereo unspecified) | -0.4 | -0.2 | -0.1 | 3.4 | -1.5 | 0.1 | 7.2 | 0.0 | 0.0
Cc1ccc(CS(=O)(=O)CCC(=O)NCCN2CCCC2)cc1 | -1.0 | 1.6 | -5.3 | 4.4 | 4.2 | -2.6 | -5.1 | -0.1 | 0.0
O=C1C=C(c2ccc(Oc3ccccc3)cc2)C[C@@H](c2ccc3c(c2)OCO3)C1 | . | -5.7 | 18.4 | 2.4 | 2.7 | . | 0.3 | 0.3 | 3.0
COC(=O)c1cc2occc2n1CC(=O)N(C)C1CCCCC1 | -2.0 | -2.6 | -9.4 | 12.2 | 12.2 | 2.1 | -1.3 | -0.1 | 4.0
Cc1ccnc(N2CCC(C(=O)NCc3ccccc3F)CC2)n1 | 1.8 | -4.6 | -1.1 | 5.4 | 1.4 | -1.8 | -6.1 | 0.1 | 4.0
CSc1nc2ccc(NC(=O)C3CC(=O)N(Cc4ccccc4)C3)cc2s1 (stereo unspecified) | 0.3 | 6.4 | 11.0 | 4.5 | -2.9 | 6.7 | -2.4 | 0.1 | 0.0
CC(=O)N1CC[n+]2c(-c3ccc(Cl)cc3)csc21 | 0.1 | 0.5 | 6.4 | 15.6 | 20.7 | 1.6 | 8.6 | -0.1 | 3.0
O=C(c1ccc(F)cc1)N1CCN(S(=O)(=O)c2ccc(Br)cc2)CC1 | 1.4 | 2.3 | 7.3 | -4.4 | -8.9 | -1.1 | -4.2 | 0.0 | 2.0
C#CCOCCOCCOCCNc1nc(N2CCN(C(=O)[C@H]([C@@H](C)O)n3cc(CCCCN)nn3)CC2)nc(N2CCN(C(=O)[C@H](C)n3cc(CCCN=C(N)N)nn3)CC2)n1 | -5.7 | 7.8 | 2.8 | 3.0 | 3.7 | 1.3 | 2.2 | 0.0 | 0.0
COc1ccc(NC(=O)CSc2ccc3nnc(CCNC(=O)c4ccccc4)n3n2)cc1OC | 2.4 | -2.2 | 7.9 | -2.7 | -3.4 | 2.4 | 5.6 | 0.1 | 0.0
O=C(NC1=NCCS1)c1cc(-c2cccnc2)nc2ccccc12 | -1.5 | 5.4 | 3.3 | 3.8 | 0.7 | -4.7 | 2.2 | -0.2 | 1.0
Cn1c(=O)c2sc3c(c2n(CC(=O)Nc2ccccc2)c1=O)COC(C)(C)C3 | -0.9 | -1.4 | 11.1 | 1.7 | -5.7 | -2.1 | 3.7 | 0.1 | 1.0
COc1ccc(C(=O)Nc2ccc(S(=O)(=O)NC(C)=O)cc2)cc1[N+](=O)[O-] | -1.6 | -7.4 | -4.2 | 1.2 | 2.4 | -1.5 | 7.0 | 0.0 | 0.0
CC(=O)c1ccc(N2CCN(C(=O)c3cc4c(s3)CCCC4)CC2)cc1 | 0.7 | -3.7 | -3.7 | 2.9 | 4.3 | -4.0 | 4.9 | 0.0 | 0.0
S=C(Nc1ccc(Cl)cc1Cl)Nn1cnnc1 | 0.0 | 4.5 | 5.2 | 9.9 | 15.0 | -1.8 | 0.5 | 0.0 | 2.0
Cc1ccc(C(=O)NC(NCc2ccco2)C(Cl)(Cl)Cl)cc1 (stereo unspecified) | -2.3 | -0.8 | -1.4 | 3.8 | 1.0 | -2.7 | 1.2 | -0.3 | 0.0
Cc1cc(C2=CC(C)(c3cc(C)oc3C)Nc3nc(C(F)(F)F)nn32)c(C)o1 (stereo unspecified) | -1.5 | 2.3 | 1.2 | 11.1 | 5.6 | 1.5 | 0.4 | -0.1 | 3.0
O=C(COC(=O)Cc1c(Cl)cccc1Cl)NCc1ccco1 | . | . | 8.6 | . | . | . | 2.8 | -0.1 | 6.0
NC(=O)c1ccccc1N=Cc1cccnc1 | 1.5 | 1.2 | -5.6 | 7.3 | -0.2 | 4.2 | 0.3 | -0.1 | 0.0
Cc1cc(C)n(CCC(=O)N2CCCC(Nc3ccc(F)cc3)C2)n1 (stereo unspecified) | -0.2 | -2.3 | 2.7 | 7.0 | 6.8 | 0.8 | 0.2 | -0.4 | 0.0
O=C(NCCN1CCOCC1)C12CC3CC(C1)CC(c1ccccc1)(C3)C2 | 0.0 | -2.8 | 8.8 | 4.9 | 8.6 | -4.7 | 4.8 | -0.2 | 0.0
COC(=O)COc1cccc(NS(=O)(=O)c2ccc(NC(C)=O)cc2)c1 | -0.2 | 4.8 | -9.3 | 7.1 | -1.0 | -1.9 | 4.8 | 0.1 | 2.0
CC1=C(C(=O)OCC2CCCCC2)C(c2ccc(O)cc2)NC(=O)N1 (stereo unspecified) | 0.6 | -8.7 | 7.4 | 2.7 | -1.8 | 0.1 | -2.1 | 0.1 | 16.0
CCCN(CC1CC1)C(=O)Nc1ccccc1C | -1.5 | 2.5 | 2.8 | 1.0 | -10.6 | -6.4 | 0.2 | 0.0 | 1.0
O=C(N/N=C/c1cccc([N+](=O)[O-])c1)C1CC(=O)N(c2ccc(Cl)cc2)C1 (stereo unspecified) | 0.3 | 0.0 | -16.4 | -3.7 | -2.6 | -1.5 | -2.9 | 0.0 | 2.0
CC(NC(=O)C12CC3CC(CC(C3)C1)C2)C(=O)NN=Cc1ccc([N+](=O)[O-])o1 (stereo unspecified) | . | . | 4.5 | . | . | . | -15.8 | -0.2 | 0.0
CCCOC(=O)/C(C(N)=NCc1ccccc1)=C(\O)OCCC | 1.5 | -0.2 | -3.9 | 4.5 | 7.2 | -1.0 | 13.5 | -0.2 | 1.0
Cc1nn(C(C)C(=O)Nc2ccc3c(c2)OCO3)c(C)c1[N+](=O)[O-] (stereo unspecified) | 1.2 | -9.1 | -1.5 | 4.7 | 9.0 | 3.8 | -0.3 | -0.1 | 0.0
CCn1c(=O)cc(OCC(=O)NC(C)c2ccc3c(c2)OCCO3)c2ccccc21 (stereo unspecified) | -1.9 | -3.9 | 17.4 | 6.4 | -0.7 | 1.0 | 1.8 | 0.0 | 3.0
COCCNCC(=O)Nc1ccc(OC(F)(F)F)cc1 | -3.4 | -19.0 | -18.6 | -16.0 | -12.9 | -0.7 | -8.3 | 0.1 | 1.0
O=C(CCc1ccccc1)NC(NC(=S)Nc1ccc(Br)cc1)C(Cl)(Cl)Cl (stereo unspecified) | -1.5 | -26.4 | 4.6 | 5.6 | 0.2 | -15.5 | 4.5 | 0.1 | 0.0
CCOC(=O)C1CCN(C(=O)CNC(=O)OC(C)(C)C)CC1 | -3.7 | 3.2 | -11.1 | 0.8 | 0.7 | 12.4 | -4.7 | -0.1 | 1.0
COc1ccc(NC(=O)Nc2ccccc2F)cc1Cl | 0.8 | 16.3 | 6.3 | 6.0 | 0.7 | 0.4 | 2.9 | -0.1 | 0.0
Cc1ccc(S(=O)(=O)NCC(=O)NCC(=O)N2CCC(C)CC2)cc1 | -0.7 | -4.4 | 14.8 | 3.3 | -10.3 | -2.7 | -5.1 | 0.0 | 2.0
CN1CCN(C(=O)c2ccc3c(Cl)c4c(nc3c2)CCCC4)CC1 | -2.3 | -1.3 | 17.7 | -0.6 | -4.9 | 0.6 | -7.7 | -0.1 | 9.0
Cc1ccc(N(C(=O)Cn2nnc(-c3ccc(C)o3)n2)C(C(=O)NC2CCCC2)c2ccncc2)cc1 (stereo unspecified) | -1.4 | -1.6 | -11.2 | 5.6 | 5.8 | 0.2 | -0.8 | -0.1 | 3.0
CC12CCC(C(N)=O)(c3nc4ccccc4nc31)C2(C)C (stereo unspecified) | 1.4 | -4.1 | 10.9 | 1.9 | -3.4 | 7.9 | 0.3 | 0.1 | 2.0
O=C(O)CCCNS(=O)(=O)c1cccc2nsnc12 | 0.0 | 1.1 | 9.8 | -1.9 | -0.7 | -0.8 | -1.2 | 0.1 | 3.0
Cc1ccc(-n2c(SCC(=O)N3c4ccccc4Sc4ccccc43)nnc2-c2ccncc2)cc1 | 4.6 | -2.9 | 35.1 | 0.8 | 1.2 | -1.7 | 10.5 | -0.1 | 3.0
O=C(CN1CCN(C(=O)CNC(=O)c2ccc(N3CCCC3=O)cc2)CC1)Nc1ccccc1Cl | . | -1.4 | 2.9 | 2.6 | 1.7 | . | -2.6 | -0.3 | 2.0
Cc1cc(C)nc(SCc2ccc(C(=O)N/N=C/c3ccncc3)cc2)n1 | 0.7 | -15.7 | 6.0 | 7.3 | -1.1 | 0.3 | 2.8 | 0.2 | 4.0
COc1ccccc1C(=O)NCC(c1cccs1)N1CCc2ccccc21 (stereo unspecified) | 3.9 | 9.1 | 5.5 | -0.3 | 3.8 | 1.8 | 4.7 | 0.1 | 0.0
O=C(COc1ccc(Cl)cc1Br)Nc1ccccc1N1CCCC1 | -1.7 | 1.4 | -18.4 | 6.6 | -3.3 | 7.0 | 3.7 | -0.1 | 2.0
O=C(COc1ccc(Cl)cc1)NCc1nnc(SCC(=O)c2ccccc2)o1 | 1.1 | -6.8 | 10.8 | -2.5 | 0.3 | -0.3 | 4.1 | 0.2 | 1.0
COC(=O)C1=C(C(=O)OC)[C@@H]2Nc3ccccc3[C@@]23C[C@@H](C(=O)OC)N(C(=O)c2ccco2)C3=N1 | 0.2 | 0.1 | -1.1 | 1.5 | 0.6 | -0.8 | 5.8 | -0.3 | 1.0

In another format: 3 of the compounds above.
smiles	MEX-5 binding	PME-1 inh	VLA-4 inh	BCLXL inh	MCL1 BIM primary	Fam108B counter	GLD-1 TGE inh	Efflux pump mplx	GRK2 inh
Cc1ccc(N(C(=O)Cn2nnc(-c3ccc(C)o3)n2)C(C(=O)NC2CCCC2)c2ccncc2)cc1 (stereo unspecified)	-1.4	-1.6	-11.2	5.6	5.8	0.2	-0.8	-0.1	3.0
CC12CCC(C(N)=O)(c3nc4ccccc4nc31)C2(C)C (stereo unspecified)	1.4	-4.1	10.9	1.9	-3.4	7.9	0.3	0.1	2.0
O=C(O)CCCNS(=O)(=O)c1cccc2nsnc12	0.0	1.1	9.8	-1.9	-0.7	-0.8	-1.2	0.1	3.0

Bioassay records deposited in PubChem by several laboratories.
